Assay outcomes: PubChem BioAssay, National Center for Advancing Translational Sciences (NCATS)
POLH inh: qHTS for Inhibitors of Polymerase Eta | DNA polymerase eta (Homo sapiens), Q9Y253 | 390,000 compounds, 1.2% hits | Potency, µM (doses to about 114 µM), inactives show at the highest dose activity change, negative = inhibition, actives largely listed as inhibitors | recombinant Pol eta, fluorescent DNA replication assay; note: % is set by controls: 0 for no effect and ±100 for the full control effect
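Pol eta at 10 nM preincubated with compounds 15 min at room temperature; reaction started with fluorescent substrate (50 nM final) and read kinetically at 0 and 10 min.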
JMJD2A Tudor inh: qHTS Assay for Inhibitors of JMJD2A-Tudor Domain | Lysine-specific demethylase 4A (Homo sapiens), O75164 | AlphaScreen JMJD2A-Tudor / H3K4me3 peptide binding | Potency, µM (titrated, usually from 114 µM), for the others: at the top dose activity change, negative = inhibition, actives largely listed as inhibitors | 390,000 compounds, 4.4% hits; note: % is set by controls: 0 for no effect and ±100 for the full control effect; nearly all actives have a fitted effect of over 50% in size
POLB inh: qHTS Assay for Inhibitors of DNA Polymerase Beta; Potency, µM (top dose mostly 114 µM), inactives show top-dose activity change, negative = inhibition, most hits filed as inhibitors; Pol beta primer extension/strand displacement, fluorescence kinetic; AID 485314, 2010; 340,000 compounds, 1.3% hits; P06746; note: % is set by controls: 0 for no effect and ±100 for the full control effect
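Homogeneous kinetic assay of primer extension and strand displacement by 10 nM Pol beta, preincubated 15 min at room temperature with compound before 50 nM substrate (final) was added. Read at 0 and 10 min; four-parameter Hill fit.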
APE1 inh: qHTS Assay for Inhibitors of the Human Apurinic/apyrimidinic Endonuclease 1 (APE1) | DNA repair nuclease/redox regulator APEX1 (Homo sapiens), P27695 | recombinant APE1, TAMRA/BHQ-2 abasic DNA cleavage fluorescence | Potency, µM (titrated, usually from 65.8 µM), for inactives: at the highest dose activity change, negative = inhibition, hits mostly inhibitors | 350,000 compounds, 0.35% hits;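 note: plate controls were vehicle for no effect and reference inhibitor for full effect; nearly all actives have a fitted effect of over 55% in size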
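Activity was derived from the fluorescence gain between first and third kinetic reads (60 s intervals, ex 525/em 598 nm) after 50 nM THF-abasic TAMRA/BHQ-2 duplex was added to 0.75 nM APE1 preincubated 15 min with compound.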
G9a inh: qHTS Assay for Inhibitors of Histone Lysine Methyltransferase G9a; 350,000 compounds, 8.8% hits; AID 504332, 2011; Histone-lysine N-methyltransferase EHMT2 (Homo sapiens), Q96KQ7; Potency, µM (titrated, usually from 102 µM), for the others: at the top dose activity, negative = inhibition, actives largely listed as inhibitors; G9a H3K9 monomethylation, AlphaScreen, 2 h; note: % is set by controls: 0 for no effect and ±100 for the full control effect; nearly all actives have a fitted effect of over 75% in size
Target sequence (Q96KQ7 913-1193 limits assumed): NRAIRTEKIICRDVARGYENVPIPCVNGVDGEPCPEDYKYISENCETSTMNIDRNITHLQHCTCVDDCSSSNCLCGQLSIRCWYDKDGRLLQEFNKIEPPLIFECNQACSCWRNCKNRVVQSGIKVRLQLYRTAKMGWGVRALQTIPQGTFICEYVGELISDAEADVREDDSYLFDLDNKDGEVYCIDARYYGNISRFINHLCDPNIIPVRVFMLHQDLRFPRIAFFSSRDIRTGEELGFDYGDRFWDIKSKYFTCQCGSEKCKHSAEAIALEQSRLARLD
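G9a (20 nM) was preincubated 15 min with compound, then reacted 2 h at room temperature with 500 nM biotin-H3K9 peptide and 20 µM SAM. Monomethyl-H3K9 detected by AlphaScreen using anti-H3K9me1 antibody.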
BAZ2B block: qHTS Assay for Inhibitors of BAZ2B; Bromodomain adjacent to zinc finger domain protein 2B (Homo sapiens), Q9UIF8; AlphaScreen BAZ2B-H3K14Ac peptide displacement; Potency, µM (titrated, usually from 114 µM), for inactives: at the highest dose activity change, negative = inhibition, actives largely listed as inhibitors; 360,000 compounds, 4.4% hits; note: % is set by controls: 0 for no effect and ±100 for the full control effect; nearly all actives have a fitted effect of over 60% in size
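Protein-peptide AlphaScreen: BAZ2B 50 nM, b-H3K14Ac 50 nM, 1x PBS pH 7.4 + 0.01% Tween-20. Preincubation 30 min RT; cpd 30 min RT (top 110 uM); beads 20 min RT, light-protected.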
BLM inh: qHTS Assay for Inhibitors of Bloom's syndrome helicase (BLM) | RecQ-like DNA helicase BLM (Homo sapiens), P54132 | recombinant BLM DNA unwinding, fluorescence dequenching | Potency, µM (highest dose often 56.1 µM), inactives show at the top dose activity change, negative = inhibition, usual class: inhibitors | 350,000 compounds, 0.2% hits;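 note: plate controls were vehicle for no effect and no enzyme for full effect; nearly all actives have a fitted effect of over 35% in size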
Pol kappa inh: qHTS for Inhibitors of Polymerase Kappa; purified Pol kappa, fluorescent DNA synthesis assay, 10 min; Potency, µM (series often up to 107 µM), for the others: top-dose activity, negative = inhibition, usual class: inhibitors; 400,000 compounds, 0.53% hits; note: % is set by controls: 0 for no effect and ±100 for the full control effect
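50 nM final substrate added after 15 min RT preincubation of 10 nM Pol kappa with compound; fluorescence read at 0 and 10 min.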
Pol iota inh: qHTS for Inhibitors of Polymerase Iota; DNA polymerase iota (Homo sapiens), Q9UNA4; Pol iota fluorescent replication assay, 10 min; Potency, µM (titrated, usually from 115 µM), for inactives: at the top dose activity, negative = inhibition, hits mostly inhibitors; 390,000 compounds, 1% hits; AID 588590, 2011
Target sequence (Q9UNA4 whole entry, looked up): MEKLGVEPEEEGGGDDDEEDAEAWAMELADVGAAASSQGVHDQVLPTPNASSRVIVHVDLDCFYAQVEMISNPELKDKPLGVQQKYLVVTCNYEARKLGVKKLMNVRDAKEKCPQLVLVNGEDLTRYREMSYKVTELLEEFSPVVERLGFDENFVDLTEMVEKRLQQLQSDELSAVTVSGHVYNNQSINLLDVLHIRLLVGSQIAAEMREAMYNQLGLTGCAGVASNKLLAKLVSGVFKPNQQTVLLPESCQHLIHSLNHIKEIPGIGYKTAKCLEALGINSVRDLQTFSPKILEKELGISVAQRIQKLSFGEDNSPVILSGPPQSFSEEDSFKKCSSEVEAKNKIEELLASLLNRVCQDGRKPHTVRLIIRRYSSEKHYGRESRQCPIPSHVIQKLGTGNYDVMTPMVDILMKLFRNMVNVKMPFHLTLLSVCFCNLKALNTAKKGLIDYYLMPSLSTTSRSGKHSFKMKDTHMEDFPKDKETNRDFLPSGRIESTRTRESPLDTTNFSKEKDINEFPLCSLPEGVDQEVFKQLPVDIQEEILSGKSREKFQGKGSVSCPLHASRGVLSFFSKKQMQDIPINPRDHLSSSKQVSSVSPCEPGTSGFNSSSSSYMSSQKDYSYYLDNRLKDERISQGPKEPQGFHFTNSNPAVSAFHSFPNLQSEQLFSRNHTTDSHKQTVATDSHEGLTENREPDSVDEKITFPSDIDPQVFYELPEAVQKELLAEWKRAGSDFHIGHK
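Fluorescent replication assay read twice, at 0 min and 10 min after adding 50 nM (final) substrate. Enzyme (10 nM) and compounds were first incubated 15 min at room temperature; enzyme-free buffer wells were negative controls.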
The depositor's hits bear a star; ? = inconclusive; · = not tested or not shown; & = joins results of further samples; [ ] = dose if it differs, or a comment. Calls come from the whole dose curve; as a rule, active = well fitted curve in the direction sought with a large enough effect; inconclusive = small, poorly fitted or top-dose-only effect, or another doubt; inactive = no such curve, though single readings can be large; an effect the other way counts as inactive or inconclusive. Potency is the fitted concentration of half-maximal effect. These rows are one share of the data, so the mix of outcomes need not match the whole.

Pol kappa inh | POLH inh | Pol iota inh | APE1 inh | BLM inh | POLB inh | SMILES | G9a inh | JMJD2A Tudor inh | BAZ2B block
-7% | -5% | 12% | -1% | -1% | -1% | Cc1ccc2c3c1C(=O)C(=O)N3C(C)(C)CC2C (stereo not given) | · | -35% | ?
8% | -3% | 32% | 1% | 0% | -22% | Cc1cccc(N(CC(=O)N/N=C/c2ccccc2C(=O)O)S(C)(=O)=O)c1C | 1% | 7% | -20%
9% | -12% | 7% | 24% | · | · | Cc1cccc(C)c1OCC(=O)NCC1COc2ccccc2O1 (stereo not given) | 2%[12.7 µM] | 2% | 15%
-13% | -16% | 8% | 2% | 3% | 3% | Cc1cc(C(=O)OCC(=O)NCCC(C)C)c2ccccc2n1 | -6%[12.7 µM] | -4% | 30%
5% | -30% | 14% | -5% | -3% | 2% | CCOC(=O)C1CCN(C(=O)c2cc(C(C)(C)C)nn2Cc2ccccc2)CC1 | 5% | 3% | 0%
-14% | -10% | -20% | -8% | -1% | -23% | Cc1c(NC(=O)c2cc(C3CC3)on2)c(=O)n(-c2ccccc2)n1C | -7% | 6% | 1%
-15% | -7% | 2% | ? | 3% | 3% | CN1OC(CC(=O)O)N(c2ccc(Cl)cc2)C1=O (stereo not given) | -34% | -8% | 3%
-3% | -13% | 103%[activator] | -1% | -1% | 26% | O=C(c1ccc(Cl)cc1)N1CCN(CCc2ccccn2)CC1 | 13% | 3% | 1%
10% | -18% | 29% | 5% | -2% | 11% | CSc1cccc(NC(=S)NCCCO)c1 | 0% | -7% | -3%
-15% | -13% | 21% | · | -7% | 4% | COc1ccc(-c2cc3nc(C4CCN(C(=O)OC(C)(C)C)CC4)c(C(=O)Nc4cc(C)cc(C)c4)cn3n2)cc1 | 4%[59 µM] | -14% | -1%
0% | -16% | 41%[activator] | 0% | -1% | 33% | N=C1C(c2nc3ccccc3s2)=C(O)CN1C1CCCCC1 | -10%[12.7 µM] | -13% | 0%
-9% | -15% | 178%[activator] | -5% | -16% | 3% | COc1ccc(-n2nc3cc(N)c(Br)cc3n2)cc1 | 17%[0.501 µM] | -17% | -3%
-14% | -21% | ? | 13% | -9% | 23% | COc1cc(C#CC#CCN2CCCCC2)ccc1O | -38%[12.7 µM] | ? | ?
-10% | -6% | 3% | 0% | 2% | 5% | CCS(=O)(=O)N1CCC(C(=O)NCCCN2CCCCCC2)CC1 | -21%[12.7 µM] | -6% | -4%
-11% | -20% | 10% | 0% | 4% | 19% | Cn1c(CC(=O)Nc2ccccc2)nnc1SCCOc1ccccc1 | 4%[59 µM] | 1% | 1%
-4% | -22% | -5%[58.9 µM] | 0% | -3% | 6% | CCOC(=O)C1CCCN(Cc2ccccc2OCC)C1 (stereo not given) | ? | 5.6µM* | ?
-28% | -8% | -13% | -4% | -1% | 1% | CSc1nnc(C)c(=O)n1COC(=O)COc1ccccc1F | -10% | 8% | ·
3% | -5% | 44%[activator] | 23% | -4% | 18% | COc1ccc(CCNC(=O)C(C)SCc2ccccc2)cc1 (stereo not given) | -6% | -8% | -4%
7%&-10% | -14% | 8% | -4%&-4% | -11%[75.6 µM] | · | COc1cc(OC)c2c(c1)OC(=O)CC2c1ccc(C)cc1 (stereo not given) | 17% | 18% | ·
-14% | -7% | 7% | 9% | -8% | -23% | NNc1nc2sc3c(c2c(=O)[nH]1)CCc1ccccc1-3 | ? | ? | -4%
-9% | · | -19% | -6% | -14% | · | CCC1CC=CC2C1C(=O)N(Cc1ccccc1)C2c1ccc(C(F)(F)F)cc1 (stereo not given) | · | 5% | ·
-20% | -4% | 12% | 1% | -15% | 4% | CC1=C(C(=O)OCc2ccccc2)C(c2ccoc2)C(C#N)=C(N)O1 (stereo not given) | -3%[12.7 µM] | -32% | ?
-17% | -1% | 3% | -13% | -1% | -5% | COc1cc2ccccc2cc1C(=O)Nc1nccs1 | 23% | -8% | 0%
-1% | -8% | -14% | 3% | 0% | 15% | Cc1cc(C)nc(SCc2nnc(SCC(=O)N3CCOCC3)o2)n1 | -2% | -4% | 6%
-2% | -25% | 9% | 1% | -7% | -20% | O=C(NC(=S)N1CCN(C(c2ccccc2)c2ccccc2)CC1)c1ccc(S(=O)(=O)N2CCOCC2)cc1 | -4%[59 µM] | -25% | -38%
6% | -16% | -10% | -4% | -7% | -10% | CCC1(CC)Cc2ccccc2-c2nc3ccccc3c(=O)n21 | 116%[activator] | 13% | 14%[57.1 µM]
-1% | -6% | 13% | 2% | -6% | -10% | O=C(Oc1ccc(OC(=O)N2CCOCC2)cc1)c1ccccc1 | 1%[59 µM] | -1% | -30%
7% | 8% | 19% | 0% | 2% | 28% | COc1cc(C(=O)NCC2(N3CCCCC3)CCCCC2)ccc1OCC(=O)N1CCOCC1 | -4% | -8% | 4%
-9% | 4% | ? | 1% | -2% | -1% | Cc1cccnc1N(C(=O)Nc1ccccc1)C1=NCC(C)(C)S1 | 56µM* | -27% | 3%
1% | -3% | 5% | 0% | -1% | 32% | COc1ccc(C(C(=O)OCCN(C)C)c2ccccc2)cc1 (stereo not given) | -30%[59 µM] | -11% | 3%

Individual results from above:
For BLM inh, `N=C1C(c2nc3ccccc3s2)=C(O)CN1C1CCCCC1` reads -1%
For JMJD2A Tudor inh, `O=C(c1ccc(Cl)cc1)N1CCN(CCc2ccccn2)CC1` reads 3%
For POLH inh, `CN1OC(CC(=O)O)N(c2ccc(Cl)cc2)C1=O` (stereo not given) reads -7%
For G9a inh, `CCS(=O)(=O)N1CCC(C(=O)NCCCN2CCCCCC2)CC1` reads -21%[12.7 µM]
For POLH inh, `Cc1cc(C)nc(SCc2nnc(SCC(=O)N3CCOCC3)o2)n1` reads -8%

New compounds follow.
Pol kappa inh | POLH inh | Pol iota inh | APE1 inh | BLM inh | POLB inh | SMILES | G9a inh | JMJD2A Tudor inh | BAZ2B block
7% | -20% | 43%[activator] | -16% | 1% | 0% | Cc1nnc(NC(=O)CCNC(=O)c2ccccc2Cl)s1 | 9% | -1% | -4%
-10% | -7% | ? | · | · | · | COc1ccc(NC(=O)C2CC3CCC2C3)c(OC)c1 (stereo not given) | · | -22% | ·
-6% | -5% | 3% | 7% | · | · | O=C1CCCN1c1ccc(C(=O)N(Cc2nnc(-c3ccccc3Cl)o2)C2CC2)cc1 | 13µM* | -10% | 7%
-11%[60.1 µM] | 12% | 24% | · | -3% | 1% | CCn1c(SC)nc2c([nH]c3ccccc32)c1=O | 4%[59 µM] | -9% | -1%
-14% | -6% | 63%[activator] | -4% | 0% | -2% | CC(=O)c1cc(C#N)c(SCc2ccccn2)nc1C | -10% | -6% | -16%
-8% | 4% | -7% | -5% | 1% | 12% | CCOC(=O)CNC(=O)C(Cc1ccccc1)NC(=O)OCc1ccccc1 (stereo not given) | 11% | -3% | -1%
2% | -21% | -13% | -6% | 0% | 25% | Cc1ccsc1C(=O)N1CCCC(CO)(Cc2ccccc2F)C1 (stereo not given) | 2% | -1% | 9%
0% | -7% | -10% | 5% | -11% | 11% | Cc1ccc(OCC(=O)NCCNC(=O)c2cnccn2)cc1C | 5% | 0% | -1%
-16% | 2% | 18% | 6% | -4% | -28% | CCOC(=O)c1cnn(C(=O)c2ccccc2)c1N | ? | 3% | 8%
-8% | -21% | 131%[activator] | 16% | -3% | -17% | Cc1cc(C)cc(NC(=S)N(CCCN2CCN(C)CC2)Cc2cccs2)c1 | 6%[59 µM] | -11% | -12%
-15% | 1% | 38%[activator] | 0% | 0% | 5% | COc1ccc(-n2c(=O)c3ccccc3n(CC(=O)NC3CCCCC3)c2=O)cc1OC | -19% | -5% | 12%
1% | -3% | 29% | 13% | -2% | 30% | COc1ccccc1CNC(=O)C1CCC(=O)N(CCCc2ccccc2)C1 (stereo not given) | 16% | 19% | -4%[57.1 µM]
0% | 79µM* | -10% | · | -19% | ? | COc1ccccc1Nc1nn2c(=O)c3ccc(C(=O)NCCc4ccccc4)cc3nc2s1 | ? | -27% | ?
-5% | -16% | 3% | -5% | -9% | 4% | COc1ccccc1NC(=O)N(Cc1ccco1)Cc1cc2ccc(C)c(C)c2[nH]c1=O | ? | ? | ·
-15% | -3% | 8% | 2% | · | · | CN(C(=O)COC(=O)CCc1c[nH]c2ccccc12)c1ccccc1 | -24%[0.501 µM] | ? | 4%
-8% | ? | 30% | 2% | 0% | 9% | CN1CCN(C(=O)C2CCCN(S(=O)(=O)c3ccccc3)C2)CC1 (stereo not given) | · | 20µM* | ?
-4% | -12% | 8% | 2% | 5% | -17%[57.1 µM] | CC(C)CCNC(=O)c1cc([N+](=O)[O-])ccc1N1CCOCC1 | -49% | -14% | -4%
-2% | 2% | 30%[activator] | 23% | 3% | 4% | COc1cc(/C=N/n2c(COc3ccccc3)n[nH]c2=S)cc(Br)c1O | 1.3µM* | 13µM* | -29%
14% | -20% | 51%[activator] | 71%[activator] | -4% | 5% | CC(NS(=O)(=O)c1ccc(Cl)cc1)C(=O)N1CCOCC1 (stereo not given) | 1% | 0% | 3%
-5% | -23% | -10% | 1% | -5% | 31% | COc1ccc(NC(=O)Cc2c(Sc3ccccc3)c3ccccc3n2C)cc1 | 18%[59 µM] | -14% | 1%
-17% | -24% | 214%[activator] | -2% | -2% | 1% | O=C(CCc1[nH]c2ccccc2c1Sc1ccccc1)N(CCO)CCO | 36%[59 µM] | 79µM* | -1%

A portion of the results above:
Pol kappa inh | POLH inh | Pol iota inh | APE1 inh | BLM inh | POLB inh | SMILES | G9a inh | JMJD2A Tudor inh | BAZ2B block
-3% | -13% | 103%[activator] | -1% | -1% | 26% | O=C(c1ccc(Cl)cc1)N1CCN(CCc2ccccn2)CC1 | 13% | 3% | 1%
10% | -18% | 29% | 5% | -2% | 11% | CSc1cccc(NC(=S)NCCCO)c1 | 0% | -7% | -3%
